# TcdB GH inh: TcdB glycohydrolase inhibitors, primary screen, biochemical, single point, plate reader; Toxin B (Clostridioides difficile), P18177; TcdB glycohydrolase enzymatic assay; inhibition, % at 9.99 µM; hit rate 0.24% among 350,000; in the data active means inhibition above about 10%
# * hit, by the source's call. Only part of the results is shown; the hit share may differ from the screen's.
SMILES,TcdB GH inh
O=C(c1cccc(F)c1)N1CC2(C1)[C@H](c1ccccc1)[C@@H](CO)N2C(=O)C1CCCCC1,0.2
C[C@H](CO)N1C[C@H](C)[C@H](CN(C)Cc2ccc(Oc3ccccc3)cc2)Oc2ccc(NC(=O)c3ccncc3)cc2CC1=O,0.5
CCCNC(=O)C[C@H]1CC[C@@H]2[C@@H](COc3ccc(NC(=O)NCCC)cc3C(=O)N2C)O1,1.0
COc1cccc(S(=O)(=O)N2CC[C@@H]3[C@@H](CO)Nc4ccc(C#Cc5ccccc5)cc4[C@@H]32)c1,-4.0
Cc1ccc(S(=O)(=O)Nc2ccc3c(c2)C(=O)N([C@@H](C)CO)C[C@@H](C)[C@@H](CN(C)C(=O)NC2CCCCC2)OCCCC[C@@H](C)O3)cc1,0.2
COc1ccccc1-c1ccc([C@@H]2[C@H](CO)N(C(=O)C3CC3)C23CN(C(C)=O)C3)cc1,-0.3
O=C(c1ccccc1)N1CC(=O)N2[C@H](CO)[C@@H](c3ccc(C#Cc4ccccc4)cc3)[C@@H]2C1,-2.5
C[C@@H]1CCCCO[C@@H](CN(C)Cc2ccc(C(=O)Nc3ccccc3N)cc2)[C@@H](C)CN([C@H](C)CO)C(=O)c2cc(NS(=O)(=O)c3cccs3)ccc2O1,0.5
C[C@H]1CN([C@@H](C)CO)C(=O)Cc2cc(NS(=O)(=O)c3ccccc3)ccc2O[C@H]1CN(C)S(=O)(=O)c1ccccc1,1.3
C[C@@H]1CCCCO[C@H](CN(C)Cc2ccc(C(F)(F)F)cc2)[C@H](C)CN([C@@H](C)CO)C(=O)c2cc(NC(=O)CCC(F)(F)F)ccc2O1,1.7
Cc1cc(C(=O)Nc2cccc3c2O[C@H](CN(C)S(=O)(=O)c2ccc(F)cc2)[C@H](C)CN([C@H](C)CO)C3=O)n(C)n1,-0.1
O=C(C1CCC1)N1CC(=O)N2[C@H](CO)[C@@H](c3ccc(C#CCc4ccccc4)cc3)[C@@H]2C1,-0.6
COCC(=O)N[C@H]1C=C[C@H](CC(=O)NCc2ccc(Cl)cc2)O[C@H]1CO,-0.7
CCCC(=O)Nc1ccc2c(c1)OC[C@@H](C)N(CCC)C[C@H](C)[C@H](OC)CN(C)C2=O,-0.1
CCS(=O)(=O)N1CC(=O)N2[C@H](CO)[C@H](c3ccc(-c4ccccc4)cc3)[C@@H]2C1,-0.8
C[C@@H]1CN([C@H](C)CO)C(=O)c2cc(NC(=O)CCC(F)(F)F)ccc2O[C@H]1CN(C)Cc1ccc(C(=O)Nc2ccccc2N)cc1,-1.3
C/C=C/c1cnc2c(c1)C(=O)N([C@H](C)CO)C[C@@H](C)[C@H](CN(C)S(=O)(=O)c1cccs1)O2,1.0
O=C(C[C@@H]1CC[C@@H](NC(=O)c2cccc(F)c2)[C@H](CO)O1)NCc1ccc(Oc2ccccc2)cc1,1.3
COc1ccc(NC(=O)N(C)C[C@H]2OCCCC[C@H](C)Oc3ccc(N(C)C)cc3C(=O)N([C@H](C)CO)C[C@H]2C)cc1,-24.6
O=C(Cc1ccccc1)N1CC(=O)N2[C@H](CO)[C@H](c3ccc(Br)cc3)[C@H]2C1,-1.1
COCC(=O)N(C)C[C@H]1Oc2ncc(C#CC3(O)CCCC3)cc2C(=O)N([C@@H](C)CO)C[C@H]1C,-0.4
N#C[C@@H]1[C@@H](c2ccc(C3=CCCCC3)cc2)[C@H](CO)N1S(=O)(=O)c1cccc(F)c1,0.5
COc1ccc(S(=O)(=O)N(C)C[C@H]2OCCCC[C@@H](C)Oc3ccc(NC(=O)CCC(F)(F)F)cc3C(=O)N([C@H](C)CO)C[C@H]2C)cc1,0.4
C[C@@H](NC(=O)C[C@H]1CC[C@@H](NC(=O)C2CCC2)[C@@H](CO)O1)c1ccccc1,-8.5
CN1C(=O)c2cc(NC(=O)c3ccccc3)ccc2OC[C@H]2O[C@H](CC(=O)NCC3CC3)CC[C@@H]21,0.2
CO[C@@H]1CN(C)C(=O)c2ccc(NC(C)=O)cc2OC[C@@H](C)N(CC2CC2)C[C@H]1C,-0.1
COc1ccc(S(=O)(=O)N(C)C[C@@H]2Oc3ccc(NC(=O)Cc4ccccc4)cc3CC(=O)N([C@H](C)CO)C[C@@H]2C)cc1,-0.4
C[C@H]1CN([C@@H](C)CO)C(=O)Cc2cc(NC(=O)Cn3cnnn3)ccc2O[C@@H]1CN(C)S(=O)(=O)c1ccccc1,0.4
COc1ccccc1CNC(=O)C[C@H]1CC[C@H]2[C@@H](COC[C@H](O)CN2C(=O)Nc2ccc(F)cc2)O1,-0.8
O=C(C[C@@H]1CC[C@@H]2[C@H](COC[C@H](O)CN2Cc2ccccc2)O1)N[C@@H]1CCN(Cc2ccccc2)C1,1.1
O=C(C1CCC1)N1CC(=O)N2[C@H](CO)[C@@H](c3ccc(C#Cc4cccc(F)c4)cc3)[C@@H]2C1,1.8
CCCc1cn(CC[C@@H]2CC[C@H](NC(=O)Nc3ccccc3F)[C@H](CO)O2)nn1,0.0
O=C(C[C@H]1C[C@@H]2c3cc(NC(=O)CC4CC4)ccc3O[C@@H]2[C@H](CO)O1)NCc1ccccc1F,0.7
COc1ccc2c3c([nH]c2c1)[C@H](CO)N(Cc1cccc(Cl)c1)CC31CN(C(C)=O)C1,-0.6
Cc1cccc(-c2ccc([C@@H]3[C@H]4CN(C(=O)c5cccnc5)CCCCN4[C@H]3CO)cc2)c1,1.4
COc1ccc(S(=O)(=O)Nc2ccc3c(c2)CC(=O)N([C@@H](C)CO)C[C@H](C)[C@@H](CN(C)C(=O)Nc2cccc4ccccc24)O3)cc1,0.5
C[C@@H]1CN([C@H](C)CO)C(=O)c2cc(NC(=O)NC3CCCCC3)ccc2O[C@@H]1CN(C)C(=O)Nc1ccc(F)cc1,-0.1
COc1cccc(C#Cc2cnc3c(c2)C(=O)N([C@@H](C)CO)C[C@@H](C)[C@@H](CN(C)C(=O)C2CCCCC2)O3)c1,0.7
C[C@@H]1CCCCO[C@@H](CN(C)C(=O)c2ccccc2)[C@@H](C)CN([C@@H](C)CO)C(=O)c2cc(NC(=O)C3CCCCC3)ccc2O1,0.4
C[C@@H]1CCCCO[C@H](CN(C)C(=O)Nc2cccc3ccccc23)[C@H](C)CN([C@@H](C)CO)C(=O)c2cc(NC(=O)CCCN(C)C)ccc2O1,-0.3

# Shown with each value named: entries from further up
> O=C(C1CCC1)N1CC(=O)N2[C@H](CO)[C@@H](c3ccc(C#Cc4cccc(F)c4)cc3)[C@@H]2C1
  TcdB GH inh: 1.8

> Cc1ccc(S(=O)(=O)Nc2ccc3c(c2)C(=O)N([C@@H](C)CO)C[C@@H](C)[C@@H](CN(C)C(=O)NC2CCCCC2)OCCCC[C@@H](C)O3)cc1
  TcdB GH inh: 0.2

> COc1ccc(S(=O)(=O)N(C)C[C@@H]2Oc3ccc(NC(=O)Cc4ccccc4)cc3CC(=O)N([C@H](C)CO)C[C@@H]2C)cc1
  TcdB GH inh: -0.4

> O=C(C1CCC1)N1CC(=O)N2[C@H](CO)[C@@H](c3ccc(C#CCc4ccccc4)cc3)[C@@H]2C1
  TcdB GH inh: -0.6

# The list goes on:
SMILES,TcdB GH inh
C/C=C/c1ccc2c(c1)O[C@H](CN(C)C(=O)CC1CC1)[C@H](C)CN([C@H](C)CO)S2(=O)=O,0.1
C[C@@H]1CN([C@@H](C)CO)S(=O)(=O)c2ccc(C#CC3CCCCC3)cc2O[C@@H]1CN(C)C(=O)Cc1ccncc1,-0.8
COc1ccc(S(=O)(=O)N2CCCCN3[C@@H](CO)[C@H](c4ccc(C#CC(C)C)cc4)[C@@H]3C2)cc1,0.2
COc1cccc(NC(=O)N(C)C[C@@H]2Oc3cc(-c4cccc(C(=O)N(C)C)c4)ccc3S(=O)(=O)N([C@@H](C)CO)C[C@@H]2C)c1,1.0
COc1ccccc1S(=O)(=O)N1CC[C@H]2[C@H](CO)Nc3ccc(-c4ccccc4)cc3[C@H]21,0.1
O=C(c1cnccn1)N1CC(=O)N2[C@H](CO)[C@@H](c3ccc(C#CC4CCCC4)cc3)[C@H]2C1,0.8
COc1ccc(CN(C)C[C@@H]2Oc3c(NS(C)(=O)=O)cccc3C(=O)N([C@@H](C)CO)C[C@@H]2C)cc1,1.6
COC(=O)[C@@]1(Cc2ccccc2N=[N+]=[N-])COC(c2ccc(OCCCO)cc2)=N1,1.4
O=C(N[C@@H]1CC[C@H](CCNS(=O)(=O)Cc2ccccc2)O[C@H]1CO)c1ccccc1F,-2.6
COc1ccc(CN(C)C[C@H]2OCCCC[C@@H](C)Oc3ccc(N(C)C)cc3C(=O)N([C@H](C)CO)C[C@@H]2C)cc1,-12.1
N#C[C@@H]1N[C@@H](CO)[C@H]1c1ccc(C#Cc2ccc(F)cc2)cc1,-2.1
CO[C@@H]1CN(C)C(=O)c2cc(NC(C)=O)ccc2OC[C@@H](C)N(C(=O)CC2CC2)C[C@@H]1C,0.3
CO[C@@H](CN(C)S(=O)(=O)c1cn(C)cn1)[C@@H](C)CN(C(=O)Nc1ccc(C(F)(F)F)cc1)[C@H](C)CO,-0.2
C[C@@H]1CN([C@H](C)CO)C(=O)Cc2cc(N(C)C)ccc2O[C@H]1CN(C)Cc1ccncc1,-6.2
C[C@H]1CN([C@@H](C)CO)C(=O)c2cc(NC(=O)CCN3CCOCC3)ccc2O[C@@H]1CN(C)C,0.5
CS(=O)(=O)N1CCCCN2[C@@H](CO)[C@H](c3ccc(Br)cc3)[C@@H]2C1,-7.2
C[C@H](CO)N1C[C@H](C)[C@H](CN(C)C)OCCCC[C@H](C)Oc2ccc(NC(=O)Nc3cccc4ccccc34)cc2C1=O,-0.6
C[C@@H]1CN([C@H](C)CO)C(=O)c2cc(Br)cnc2O[C@H]1CN(C)S(=O)(=O)c1ccccc1,-3.3
O=C(CN1CCOCC1)N[C@H]1CC[C@@H](CCNC(=O)C2CCC2)O[C@@H]1CO,2.5
C[C@H](CO)N1C[C@H](C)[C@@H](CN(C)Cc2ccc3c(c2)OCO3)OCCCC[C@H](C)Oc2ccc(NC(=O)Nc3ccc(F)cc3)cc2C1=O,1.1
O=C(C[C@@H]1CC[C@H]2[C@@H](COC[C@@H](O)CN2Cc2cccc(C(F)(F)F)c2)O1)NCc1ccc(F)cc1,0.5
COc1cccc(CNC(=O)C[C@@H]2CC[C@H](NS(=O)(=O)c3ccccc3OC)[C@@H](CO)O2)c1,0.2
CC(=O)Nc1ccc2c(c1)C(=O)N(C)[C@H]1CC[C@H](CC(=O)Nc3cccc(Cl)c3)O[C@@H]1CO2,-0.5
O=C(Nc1ccccc1F)N[C@H]1CC[C@@H](CCNC(=O)C2CCOCC2)O[C@H]1CO,-0.9
COCC(=O)Nc1ccc2c(c1)C(=O)N(C)C[C@H](OC)[C@@H](C)CN(Cc1ccccc1F)[C@@H](C)CO2,-0.5
COC(=O)C[C@H]1C=C[C@@H](NS(=O)(=O)c2ccc(OC)cc2)[C@H](CO)O1,0.7
O=C(c1ccc(F)cc1)N1CC(=O)N2[C@H](CO)[C@@H](c3ccc(C#CC4CC4)cc3)[C@H]2C1,1.2
C[C@@H]1CN([C@@H](C)CO)C(=O)c2cccc(NC(=O)c3ccncc3)c2O[C@H]1CN(C)Cc1ccc2c(c1)OCO2,0.6
COc1ccc(-c2ccc3c(c2)O[C@H](CN(C)C(C)=O)[C@H](C)CN([C@H](C)CO)S3(=O)=O)cc1,-9.2
Cc1ccc(-c2cnc3c(c2)C(=O)N([C@H](C)CO)C[C@H](C)[C@H](CN(C)C(=O)Cc2ccccc2)O3)cc1,1.5
COc1ccccc1S(=O)(=O)N(C)C[C@@H]1OCc2ccccc2-c2c(n(C)c3ccccc23)C(=O)N([C@@H](C)CO)C[C@H]1C,0.6
C[C@H](CO)N1C[C@H](C)[C@H](CN(C)S(=O)(=O)c2cccs2)OCCCC[C@H](C)Oc2ccc(NS(=O)(=O)c3cn(C)cn3)cc2C1=O,-1.0
CC(C)NC(=O)N(C)C[C@H]1OCCCC[C@@H](C)Oc2ccc(NC(=O)Cc3ccccc3)cc2C(=O)N([C@H](C)CO)C[C@@H]1C,0.0
O=C(O)C[C@H]1C[C@H]2c3cc(NC(=O)C4CCOCC4)ccc3O[C@H]2[C@@H](CO)O1,-1.0
C[C@H](CO)N1C[C@H](C)[C@H](CN(C)Cc2ccccc2)Oc2cc(C#CC3CC3)ccc2S1(=O)=O,0.0
O=C(C[C@H]1CC[C@@H]2[C@H](COC[C@@H](O)CN2CCC(F)(F)F)O1)NCC1CC1,0.2
C=CCNC(=O)[C@H]1[C@@H]2C(=O)O[C@@H](c3ccccc3)[C@@H](c3ccccc3)N2[C@@H](c2ccccc2OCCO)[C@]12C(=O)N(C(=O)OCCOC)c1ccccc12,-0.1
C[C@@H]1CN([C@@H](C)CO)C(=O)c2cc(NC(=O)CCCCCC(=O)Nc3ccccc3N)ccc2O[C@@H](C)CCCCO[C@@H]1CN(C)CC1CCCCC1,-2.1
CN(C)CCCNC(=O)[C@@H]1[C@@H](CO)[C@@H]2Cn3c(ccc(-c4cccc(F)c4)c3=O)[C@H]1N2,-0.1
CNC[C@H]1Oc2ncc(-c3cccc(F)c3)cc2C(=O)N([C@H](C)CO)C[C@H]1C,0.6
O=C(C[C@@H]1C[C@H]2c3cc(NC(=O)C4CCOCC4)ccc3O[C@H]2[C@@H](CO)O1)NCC1CC1,-0.8
O=C(Nc1ccc(F)cc1)N1CCCCN2[C@H](CO)[C@H](c3ccc(C#CC4CC4)cc3)[C@@H]2C1,1.7
CCC(=O)N(C)C[C@H]1[C@H](c2ccc(-c3cccnc3)cc2)[C@@H](CO)N1C(C)=O,0.9

# Exported tab-delimited: part of the list above.
compound	TcdB GH inh
C=CCNC(=O)[C@H]1[C@@H]2C(=O)O[C@@H](c3ccccc3)[C@@H](c3ccccc3)N2[C@@H](c2ccccc2OCCO)[C@]12C(=O)N(C(=O)OCCOC)c1ccccc12	-0.1
C[C@@H]1CN([C@@H](C)CO)C(=O)c2cc(NC(=O)CCCCCC(=O)Nc3ccccc3N)ccc2O[C@@H](C)CCCCO[C@@H]1CN(C)CC1CCCCC1	-2.1
CN(C)CCCNC(=O)[C@@H]1[C@@H](CO)[C@@H]2Cn3c(ccc(-c4cccc(F)c4)c3=O)[C@H]1N2	-0.1
